Bioassay records from PubChem BioAssay.
GSTO1 counter = inhibitors of recombinant GSTO1, primary screen, counter-screen for RBBP9 inhibitor project, biochemical, fluorescence polarization. Glutathione S-transferase omega-1 (Homo sapiens), P78417. activity-based probe fluorescence polarization. inhibition, % at 5.96 µM. actives 1.1% (n = 300,000);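 active = inhibition above the campaign mean inhibition plus 3 SD, cut at about 35% in these data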;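 also: 0% = GSTO1-1 with DMSO and 100% = wells lacking GSTO1-1 enzyme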
Target sequence (P78417 whole entry, looked up): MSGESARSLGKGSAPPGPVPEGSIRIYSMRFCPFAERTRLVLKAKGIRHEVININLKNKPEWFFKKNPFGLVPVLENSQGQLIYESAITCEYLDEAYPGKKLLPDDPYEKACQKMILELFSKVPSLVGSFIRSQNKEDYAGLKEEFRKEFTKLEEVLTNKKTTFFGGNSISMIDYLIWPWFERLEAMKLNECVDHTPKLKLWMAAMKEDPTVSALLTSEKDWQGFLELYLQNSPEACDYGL
PAFAH1B3 inh = PAFAH1B3 enzyme inhibitors, primary screen, biochemical, fluorescence polarization, human; Platelet-activating factor acetylhydrolase IB subunit alpha1 (Homo sapiens), Q15102; recombinant PAFAH1B3, FP-rhodamine probe; inhibition, % at 3.39 µM; actives 0.28% (n = 340,000); AID 492972, 2010;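 active = inhibition above the screen-wide average of all tested compounds plus 3 SD, cut at about 25% in these data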;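 also: 0% = enzyme with DMSO only and 100% = wells lacking PAFAH1B3 protein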
Target sequence (Q15102 whole entry, looked up): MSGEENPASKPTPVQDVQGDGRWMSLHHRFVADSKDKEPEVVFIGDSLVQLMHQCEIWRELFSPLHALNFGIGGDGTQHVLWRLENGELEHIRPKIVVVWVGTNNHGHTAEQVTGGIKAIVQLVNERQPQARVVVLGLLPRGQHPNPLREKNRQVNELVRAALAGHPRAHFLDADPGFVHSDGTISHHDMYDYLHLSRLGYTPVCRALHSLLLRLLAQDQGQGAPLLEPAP
PAD4 FP inh = human PAD4 inhibitors, primary screen, biochemical, fluorescence polarization, 1536-well format. Protein-arginine deiminase type-4 (Homo sapiens), Q9UM07. recombinant PAD4, RCA probe fluorescence polarization. inhibition, % at 6.36 µM. actives 0.41% (n = 330,000). AID 485272, 2010;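 active = percent inhibition above a cutoff equal to the mean of all tested compounds plus 3 SD, cut at about 15% in these data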;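 also: 0% = PAD4 with RCA probe and DMSO and 100% = probe without PAD4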
LYPLA1 inh = LYPLA1 inhibitors, primary screen, counter-screen for PME1 inhibitor project, biochemical, fluorescence polarization, FP-Rh probe ABPP; Acyl-protein thioesterase 1 (Homo sapiens), O75608; recombinant LYPLA1; inhibition, % at 5.9 µM; actives 0.16% (n = 320,000); AID 2174, 2009;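 active = inhibition above the mean of all tested compounds plus 3 SD, set per campaign, cut at about 14% in these data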;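 also: inhibitors block serine hydrolase probe labeling of LYPLA1 so polarization falls; 0% = enzyme with DMSO and 100% = wells lacking LYPLA1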
Target sequence (O75608 whole entry, looked up): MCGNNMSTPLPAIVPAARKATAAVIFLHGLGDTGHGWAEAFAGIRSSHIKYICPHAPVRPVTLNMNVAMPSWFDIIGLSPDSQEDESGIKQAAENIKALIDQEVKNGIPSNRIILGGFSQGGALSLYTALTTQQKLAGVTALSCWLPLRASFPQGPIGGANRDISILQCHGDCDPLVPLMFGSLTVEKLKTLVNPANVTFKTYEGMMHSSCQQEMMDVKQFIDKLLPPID
PME-1 inh = PME-1 inhibitors via competitive probe labeling, primary screen, biochemical, fluorescence polarization, FP-Rh probe, HTS | inhibition, % at 5.9 µM | actives 0.53% (n = 320,000) | AID 2130, 2009 | recombinant PME-1;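 active = inhibition above the campaign mean of all compounds plus 3 SD, cut at about 26% in these data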;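 also: competitive labeling of PME-1 active site by serine hydrolase directed probe; 0% = PME-1 with DMSO and 100% = wells lacking PME-1 enzyme; inhibitors block probe labeling so polarization falls and inhibition rises; many of its hits are not listed in these tables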
PAFAH2 FP inh = PAFAH2 enzyme inhibitors, primary screen, biochemical, fluorescence polarization, human; Platelet-activating factor acetylhydrolase 2, cytoplasmic (Homo sapiens), Q99487; actives 0.99% (n = 340,000); inhibition, % at 3.39 µM; recombinant PAFAH2, FP-rhodamine activity probe;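 active = inhibition above the mean over all tested compounds plus 3 SD, cut at about 30% in these data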;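 also: inhibitors block probe labeling of enzyme so polarization drops; 0% = enzyme with DMSO and 100% = wells lacking PAFAH2 protein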
pPAFAH FP inh = pPAFAH enzyme inhibitors, primary screen, biochemical, fluorescence polarization, human; Platelet-activating factor acetylhydrolase (Homo sapiens), Q13093; AID 463082, 2010; inhibition, % at 3.39 µM; recombinant pPAFAH, FP-rhodamine probe fluorescence polarization; actives 1.5% (n = 330,000);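 active = inhibition above the mean inhibition across the screen plus 3 SD, cut at about 25% in these data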;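 also: inhibitors block binding of the rhodamine activity-based probe so polarization drops; 0% = enzyme with DMSO and 100% = wells lacking pPAFAH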
PAFAH1B2 FP inh = PAFAH1B2 enzyme inhibitors, primary screen, biochemical, fluorescence polarization, human; Platelet-activating factor acetylhydrolase IB subunit alpha2 (Homo sapiens), P68402; inhibition, % at 3.39 µM; actives 1.2% (n = 340,000); AID 492953, 2010; recombinant PAFAH1B2, FP-rhodamine activity probe;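 active = inhibition above the mean of all tested compounds plus 3 SD, cut at about 24% in these data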;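 also: 0% = enzyme with DMSO and 100% = wells lacking PAFAH1B2; many of its hits are not listed in these tables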
Target sequence (P68402 whole entry, looked up): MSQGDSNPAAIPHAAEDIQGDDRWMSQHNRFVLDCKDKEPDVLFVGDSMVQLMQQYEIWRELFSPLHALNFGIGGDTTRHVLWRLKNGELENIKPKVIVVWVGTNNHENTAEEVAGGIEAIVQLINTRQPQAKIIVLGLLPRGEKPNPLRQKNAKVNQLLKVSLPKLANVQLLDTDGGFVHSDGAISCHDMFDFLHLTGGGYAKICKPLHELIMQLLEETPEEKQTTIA
Fam108B inh = mouse Fam108B serine hydrolase inhibitors, primary screen, counter-screen for RBBP9 inhibitor project, biochemical, fluorescence polarization; recombinant Fam108B, FP-Rh probe fluorescence polarization; inhibition, % at 9.51 µM; actives 0.33% (n = 300,000); AID 1947, 2009;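 active = inhibition above the screen mean inhibition plus 3 SD, computed separately per campaign, cut at about 18% in these data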;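 also: inhibitors lower polarization as less probe binds the enzyme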
* marks the source's active call; other numbers are inactive results; nt = not tested or not shown. An excerpt; rates above refer to the full screens.

SMILES | GSTO1 counter | PAFAH1B3 inh | PAD4 FP inh | LYPLA1 inh | PME-1 inh | PAFAH2 FP inh | pPAFAH FP inh | PAFAH1B2 FP inh | Fam108B inh
O=C(O)CN1C(=O)/C(=C/c2ccccc2Cl)Oc2ccccc21 | -26 | 4 | -4 | -4 | -2 | 6 | 11 | 16 | 0
COCCCn1c(SCCc2ccccc2)nc2cc(OC)c(OC)cc2c1=N | -15 | 18 | -4 | -13 | 10 | 2 | 20 | 13 | 12
O=c1nc(-c2ccccc2)n(-c2ccc(Cl)cc2)[nH]1 | 5 | 1 | 1 | 2 | -2 | 8 | 1 | 14 | -3
COc1ccccc1-c1ocnc1C(=O)N1CCN(C(=O)C(c2ccccc2)c2ccccc2)CC1 | -3 | 2 | 3 | -1 | -2 | -5 | -2 | 6 | -6
CC(=O)c1c(C)c2c(n1CCN(C)C)CCCC2 | -1 | 6 | 0 | 0 | -9 | 6 | -1 | 5 | -1
CC(C(=O)NCc1ccc2c(c1)OCO2)N(c1ccccc1)S(C)(=O)=O (centres undefined) | 3 | 3 | 1 | -2 | -1 | -2 | -8 | 6 | -2
O=C1CCCC2=C1C1(CCCCC1)N=C(Nc1nc3ccccc3o1)N2 | 13 | 0 | 3 | -1 | -3 | 6 | 6 | 3 | 3
Cc1ccc(C(=O)COC(=O)CNC(=O)Cc2ccccc2)cc1[N+](=O)[O-] | -2 | 4 | -5 | -3 | -4 | -3 | 6 | 5 | -3
O=C(NNC(=O)c1ccc2c(c1)OCO2)NC12CC3CC(CC(C3)C1)C2 | 2 | 2 | -4 | 4 | -1 | 4 | 3 | 9 | 0
CCN(CC)S(=O)(=O)c1ccc(Cl)c(NC(=O)COC(=O)c2cc(-c3ccccc3Cl)nc3ccccc23)c1 | -8 | -13 | -7 | -15 | -18 | -23 | -2 | -9 | -22
C=CCOc1ccc(CN(C)CC(=O)Nc2ccccc2[N+](=O)[O-])cc1 | -2 | 5 | 3 | -4 | -4 | -9 | 4 | -3 | -3
COc1c(C=O)cc2c3c1CCCN3CCC2 | 30 | 5 | -2 | -2 | 0 | -1 | 0 | -5 | -1
CCn1c(SCC(=O)N2CCc3ccccc3C2)nc2sc(C)c(C)c2c1=O | 4 | 1 | -1 | 3 | -4 | -5 | -1 | 5 | -5
Cc1cccc(S(=O)(=O)Nc2nc3ccccc3nc2NCc2ccc3c(c2)OCO3)c1 | 0 | 13 | -1 | -3 | 9 | 12 | 7 | 7 | 2
O=C(N1CCCCC1)N1CCN(S(=O)(=O)c2cccc([N+](=O)[O-])c2)CC1 | 1 | 0 | 0 | -5 | 0 | 6 | 22 | 4 | -4
COC(=O)[C@H](C)N(Cc1ccc(Cl)c(Cl)c1)S(=O)(=O)CCN1CCCC1 | nt | 6 | -1 | nt | nt | 0 | 5 | 6 | nt
CCOC(=O)c1c(C)[nH]c(C)c1S(=O)(=O)NCCc1ccc(SC)cc1 | -2 | -1 | -5 | 0 | -2 | 8 | -3 | 9 | 6
COc1ccc([N+](=O)[O-])cc1C(=O)NCCOc1ccc(Cl)cc1 | -1 | 2 | -4 | 2 | 5 | 1 | 5 | 16 | 4
CNC(=S)N1N=C(c2ccc(OC)cc2)CC1c1ccc(Cl)cc1Cl (centres undefined) | -4 | 7 | -1 | -6 | -12 | 7 | 0 | 5 | -5
O=C(CCc1ccc(Oc2cc([N+](=O)[O-])cc([N+](=O)[O-])c2)cc1)N1CCCCCC1 | -3 | 2 | 2 | 1 | 7 | 4 | 12 | 5 | 2
Nc1ccc(-n2nncc2-c2ccccc2)cc1 | -1 | 1 | 0 | 2 | 11 | 2 | 1 | 2 | 2
COc1ccc(-n2c(N)c(C#N)c3ccc([N+](=O)[O-])cc3c2=O)cc1 | 14 | 10 | -7 | 1 | -3 | 2 | 6 | 0 | 5
COc1cccc(CNC(=O)COC(=O)C2CCN(c3ccc(C(F)(F)F)cn3)CC2)c1 | nt | 4 | 3 | 1 | 5 | 1 | -2 | 1 | nt
CC(C)/C(=N/Nc1ccccc1[N+](=O)[O-])c1ccccc1 | 8 | 2 | -2 | 3 | 0 | -4 | 5 | 3 | 0
CCOC(=O)c1cc(-c2ccccc2)sc1NC(=O)C(C)C | 0 | -13 | -3 | 6 | 5 | -1 | -4 | -1 | 3
N#CC1=CN(Cc2ccccc2)C=C(/C=N/Nc2ccccc2)C1 | 13 | -2 | -9 | -3 | -3 | -1 | 13 | 4 | -1
Cc1ccc(-c2nnc(N3CCOCC3)c3ccccc23)cc1S(N)(=O)=O | -8 | 7 | -15 | -6 | -11 | 2 | -10 | 5 | -4
CC(=O)/C(N=Nc1ccc(C(=O)O)cc1)=C(\C)O | -7 | 1 | -4 | 2 | -2 | -1 | 5 | 8 | 6
CCCC(CCC(=O)Nc1cccc([N+](=O)[O-])c1)C(=O)O (centres undefined) | 5 | 3 | -2 | 0 | -1 | 3 | -2 | 6 | 0
COC(=O)COc1cccc(NC(=O)c2cc(OC)cc(OC)c2)c1 | -3 | 8 | 1 | 1 | 0 | 2 | 4 | 2 | 0
CNC(=O)C1CCCN1S(=O)(=O)c1ccc(OC)cc1 (centres undefined) | 5 | -1 | -6 | 3 | -1 | -8 | 9 | -3 | 1
CC(C)C[C@@H](CSc1ccccc1)N1CCN(CC(C)C)CCC1=O | 2 | -2 | 0 | -3 | 2 | -2 | 0 | 2 | 5
COc1cc(C(=O)Nc2ccc(N3CCCS3(=O)=O)cc2)c([N+](=O)[O-])cc1OC | -3 | -3 | -4 | -4 | -3 | -6 | 2 | -2 | 3
O=C(N/N=C/c1ccccn1)c1cccc([N+](=O)[O-])c1 | 8 | 2 | 1 | -4 | 0 | -4 | 2 | 2 | 5
Cc1cc(NS(=O)(=O)c2ccc(NC(=O)/C=C/c3ccc(C)o3)cc2)nc(C)n1 | 0 | -3 | -1 | -3 | -5 | 1 | 4 | 3 | -4
CC(C)(C)OC(=O)CNC(=O)c1nc[nH]c1C(=O)NCC(=O)OC(C)(C)C | 6 | 5 | -1 | 1 | 8 | 6 | 0 | 0 | -5
Cn1cccc1/C=C1\SC(=O)N(c2ccccc2)C1=O | 5 | 3 | -4 | -4 | -2 | -5 | 1 | -5 | 3
O=C(O)CN1C(=O)/C(=C\c2cc(Br)ccc2OCc2ccc(F)cc2)SC1=S | -9 | 16 | -4 | -4 | 7 | 50* | 51* | 13 | -1
CC(C)Oc1ccc(C2CC(=O)N(c3ccccc3)C2=O)cc1 (centres undefined) | 4 | 5 | 2 | -3 | -5 | 2 | -3 | 2 | 0
CC1=Nn2c(nc(-c3ccccc3)c2-c2ccccc2)N(CC(N)=O)C(=O)C1 | -2 | 10 | -4 | 3 | 1 | -7 | 2 | -5 | -4
O=C(COC(=O)c1ccc(Cl)c(S(=O)(=O)NCc2ccccc2)c1)NCC1CCCO1 (centres undefined) | 8 | 2 | 0 | 1 | 4 | 7 | 16 | 9 | 5
c1ccc(N=C(c2cccs2)N2CCOCC2)cc1 | 1 | 10 | -2 | -3 | 4 | -3 | -5 | 11 | 0
O=C(CCOc1ccccc1)Nc1ccccc1 | -2 | -2 | 0 | 2 | 1 | 7 | 3 | 2 | 0
Cc1nc2ccccc2c(=O)n1/N=C/c1ccccc1Cl | 1 | 3 | 0 | -1 | -1 | -1 | 2 | -2 | 3
Cc1ccc(NNC(=O)c2cc(C)on2)c(C)c1 | 10 | 2 | -1 | 6 | 7 | -2 | 1 | 9 | -1
CCOC(=O)c1nn(-c2ccc(F)cc2)c(C)c1C(C)=O | -7 | 11 | -3 | 2 | 3 | -1 | -3 | 1 | 6
Cc1cccc(NC(=O)C(=O)N/N=C/c2ccncc2)c1 | 0 | 0 | -2 | -2 | -6 | 7 | 11 | 1 | 3
O=C(CN1C(=O)CC(c2ccccc2)S(=O)(=O)c2ccccc21)N1CCCCC1 (centres undefined) | -7 | 0 | -3 | 1 | 5 | -3 | -4 | 2 | -1
CN1CCN(c2nc(-c3ccc(C(C)(C)C)cc3)nc3ccccc23)CC1 | 15 | 6 | -6 | 4 | -1 | -4 | 1 | 3 | 3
CN(Cc1cnn(C)c1)C(=O)CC1C(=O)NCCN1Cc1cccc(Oc2ccccc2)c1 (centres undefined) | 1 | 8 | -5 | -2 | -4 | -3 | -1 | 3 | 1

Further compounds.
SMILES | GSTO1 counter | PAFAH1B3 inh | PAD4 FP inh | LYPLA1 inh | PME-1 inh | PAFAH2 FP inh | pPAFAH FP inh | PAFAH1B2 FP inh | Fam108B inh
O=C(NCC1OCCc2ccccc21)c1cc(COc2ccc(F)cc2Cl)on1 (centres undefined) | 1 | -8 | 2 | 0 | 2 | -7 | 7 | 0 | 4
CC(=O)c1c(C)n([O-])c2cc(F)c(F)cc2[n+]1=O | -1 | -21 | 4 | 4 | 1 | 4 | 10 | 0 | -1
C/C(Cc1ccccc1)=N\NC(=O)CNC(=O)c1cccc(Br)c1 | 1 | -4 | 4 | 0 | -2 | -3 | 1 | 3 | 2
Cc1nc2ccc(NC(=O)c3ccc(Cl)c(S(=O)(=O)N(C)c4ccccc4)c3)cc2s1 | -6 | -41 | -5 | -49 | -63 | -71 | -18 | -31 | -44
COc1ccc(C(=O)c2c(C)c3cc(C)ccc3n2CC(O)CN2CCOCC2)cc1 (centres undefined) | 1 | -10 | -6 | -1 | 6 | 3 | 9 | -2 | -2
O=C1C2CCCN2C(c2cccc(Br)c2)N1c1ccc(F)cc1 (centres undefined) | 3 | -1 | -2 | 1 | 4 | 7 | -1 | 3 | 0
CCCCn1c(N)c(N(CC(C)C)C(=O)c2ccc(S(=O)(=O)N(CC)c3ccccc3)cc2)c(=O)[nH]c1=O | -3 | -1 | 2 | -4 | 5 | 9 | 1 | 3 | 3
CC1C(=O)Nc2ccccc2N1C(=O)c1cccc(C(F)(F)F)c1 (centres undefined) | 0 | 6 | -1 | -1 | -9 | 3 | 6 | 15 | 0
CCOC(=O)c1c(N)n(C2CC(C)(C)NC(C)(C)C2)c2nc3ccccc3nc12 | 8 | 21 | -5 | 1 | 0 | -2 | 3 | 7 | -1
O=C1OCCC1Sc1nnc(-c2ccco2)n1-c1ccccc1 (centres undefined) | 5 | 4 | -2 | 0 | -4 | 0 | 2 | 6 | 2
CCC(C)C1Nc2ccc(C(=O)NCCc3ccc(OC)c(OC)c3)cc2NC1=O (centres undefined) | 5 | 6 | 1 | -3 | -3 | -6 | 1 | 1 | 6
